Screens: PubChem BioAssay, Broad Institute
GSIS activator: GLuc luminescence reporter in INS-1E cells, primary screen for activators of glucose-dependent secretion of insulin | INS-1E GLuc reporter insulin secretion, 2-3 h | activation, % at 16.6 µM | 0.61% of 370,000 active | AID 743287;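 active means lowest replicate activation of at least 40%, so every replicate reaches that level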;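 further: 0% = median of neutral control wells and 100% = median of IBMX positive control wells; some compounds called inactive have numbers as strong as hits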
RAD54 branch: blocks human RAD54 Holliday junction branch migration | inhibition, % at 10.4 µM | FAM/BHQ fluorescence | 0.14% of 360,000 active | Q92698 | AID 602329;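 active means mean normalized replicate activity at least 40 and at least half of replicates scoring 40 or more; inconclusive means only one of the two criteria met; inactive means mean below 40 and under half of replicates reaching 40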;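 further: 0% = median of neutral control wells and 100% = median of positive control wells; inhibitors cause a drop in the FAM fluorescence signal; in these data hits start at about 50%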
Target sequence (Q92698 whole entry, looked up): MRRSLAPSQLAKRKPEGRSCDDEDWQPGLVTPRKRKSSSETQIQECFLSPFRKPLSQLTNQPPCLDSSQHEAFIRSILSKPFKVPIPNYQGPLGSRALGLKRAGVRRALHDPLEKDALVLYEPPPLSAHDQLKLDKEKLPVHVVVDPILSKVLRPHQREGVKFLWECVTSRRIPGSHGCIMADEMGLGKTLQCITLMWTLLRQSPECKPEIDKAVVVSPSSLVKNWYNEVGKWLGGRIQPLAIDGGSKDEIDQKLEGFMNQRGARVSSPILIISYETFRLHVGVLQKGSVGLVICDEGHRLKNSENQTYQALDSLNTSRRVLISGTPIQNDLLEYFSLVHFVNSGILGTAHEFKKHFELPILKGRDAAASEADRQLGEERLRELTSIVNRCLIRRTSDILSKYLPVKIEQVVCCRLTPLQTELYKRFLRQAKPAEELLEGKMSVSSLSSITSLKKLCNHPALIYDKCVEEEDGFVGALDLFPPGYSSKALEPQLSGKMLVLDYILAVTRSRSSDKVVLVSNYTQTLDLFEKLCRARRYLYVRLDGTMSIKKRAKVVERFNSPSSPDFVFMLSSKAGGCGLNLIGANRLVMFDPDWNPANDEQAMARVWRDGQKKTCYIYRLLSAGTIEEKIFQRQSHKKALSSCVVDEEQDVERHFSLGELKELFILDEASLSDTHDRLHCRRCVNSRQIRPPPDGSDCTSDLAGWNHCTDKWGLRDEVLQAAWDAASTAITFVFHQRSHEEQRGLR
CFTR F508del cor: CFTR F508del correction in bronchial cells; AID 720511; 0.36% of 350,000 active; CFBE cells, YFP halide quenching; stimulated with forskolin plus potentiator P3; % fluorescence drop versus neutral controls; activity (quench increase), % at 7.58 µM;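 active means mean added fluorescence quench of at least 8% versus neutral control, with both replicates also reaching 8%; inconclusive means only one of the mean or replicate conditions met; inactive means mean below 8% and not both replicates reaching 8%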;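 further: cells transiently co-express mutant CFTR-F508del with the halide-sensitive YFP; corrector assay measuring rescue of mutant channel to the surface after 24 h compound exposure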
ERAP1 inh: ERAP1 (human) enzyme inhibition; Q9NZ08; recombinant ERAP1, Leu-AMC fluorescence, 60 min; inhibition, % at 10.7 µM; 0.15% of 340,000 active; AID 652197;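 active means mean replicate inhibition of at least 30%, or all replicates individually reaching that 30% level; inactive means mean below 30% and not every replicate reaching it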;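 further: 0% = neutral control wells and 100% = L-leucinethiol positive control wells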
ARNT TACC3 PPI: ARNT/TACC3 interaction disruption; AlphaScreen His-ARNT PAS-B/GST-TACC3 binding, luminescence; TACC3 fragment carries E629A point mutation; 0.66% of 390,000 active; Q9Y6A5; inhibition, % at 9.99 µM; AID 623870;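 active means mean inhibition of replicates at least 50% and at least half of replicates each reaching 50%; inconclusive means half or more replicates reach 50% but mean below 50%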;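 further: 0% = complete ARNT plus TACC3 wells and 100% = ARNT alone without TACC3; many hits fall short of the cut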
XiGFP reactiv: activators of X-chromosome reactivation in mouse fibroblasts | activation, % at 7.58 µM | 0.055% of 360,000 active | AID 743238 | XiGFP mouse fibroblasts, % GFP-positive cells imaging, 3 d; cells co-treated with 5-aza-dC sensitizer; scaled so ellipticine positive control = 100%;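 active means mean normalized replicate activation at least 10% and every replicate at or above 10%; inconclusive means only one of the two criteria met; inactive means mean below 10% and not all replicates reach 10%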;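 further: 0% = median of on-plate neutral control wells and 100% = ellipticine 6 µM median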
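System: 68-5-11 XiGFP fibroblast line; Timing: 3 days compound exposure; Compound dosing: one concentration, pinned; Benchmarks: positive control ellipticine, 6 µM final; Buffer or medium: DMEM containing 5-aza-dC.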
RAD52 anneal inh: blocks human RAD52 DNA annealing; P43351; recombinant RAD52 DNA annealing, FRET fluorescence; inhibition, % at 18.7 µM; 0.46% of 360,000 active;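 active means every replicate showing at least 50% inhibition; inconclusive means mean inhibition at least 50% but not in every replicate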
esBAF inh: blocks esBAF chromatin remodeling in mouse ES cells; reporter increase, % at 12.5 µM; Bmi1-luciferase knock-in reporter, 24 h; 100% = twice the neutral-well signal; 2% of 350,000 active; in the data active means activation above about 40%; inconclusive means no clear call, values can overlap the other calls;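 further: 0% = median of the plate's neutral control wells and 100% = double that signal; a rise in the Bmi1 reporter signal indicates esBAF inhibition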
* = called active by the depositor; i = inactive; u = inconclusive; x = not tested or not shown; & = joins results of further samples.

SMILES	GSIS activator	RAD54 branch	CFTR F508del cor	ERAP1 inh	ARNT TACC3 PPI	XiGFP reactiv	RAD52 anneal inh	esBAF inh
CCN1CCN(CCNC(=O)c2ccc(CS(=O)(=O)c3c(Cl)cccc3Cl)o2)CC1	-3	9	-4.4	x	7	0.3	10	2
O=C(N/N=C/c1ccccc1F)c1cccc2ccccc12	x	-4	-0.2	-3	-6	0.0	19	u
O=C(O)c1ccc(C[n+]2c(-c3ccccc3)csc2Nc2ccccc2)cc1	4	x	x	x	13	0.0	x	-28
CCn1c(SCC(=O)Nc2cc(C)nn2-c2ccccc2)nnc1-c1cccs1	5	x	3.7	0	6	0.1	-13	-1
COc1cccc(-c2ccc3n(c2=O)C[C@@H]2[C@@H](CO)[C@H](C(=O)N4CCCCC4)N(C)[C@H]32)c1	3	-3	-0.3	-1	1	0.6	-6	2
CCOC(=O)c1ccc(NC(=S)Nc2ccccc2)cc1	-6	x	1.7	1	-3	0.0	-7	x
O=C(C[C@@H]1CC[C@H]2[C@@H](COC[C@@H](O)CN2Cc2ccccc2F)O1)N[C@@H]1CCN(Cc2ccccc2)C1	-1	-5	5.0	-1	2	-0.1	-14	-2
O=C(NCc1nc2ccccc2[nH]1)C1=C[C@@H](c2csc3ccccc23)C[C@@H](OCCCCO)O1	-7	8	-1.2&-1.0	-2&3	-3	0.1	i	-3
Oc1cccc(C(=S)N2CCC(Cc3ccccc3)CC2)c1	8	2	-1.7	5	0	0.2	-13	-11
Cc1nc(Nc2ccc(S(=O)(=O)N3CCCCC3C)cc2)c2nnn(Cc3ccccc3)c2n1 (centres undefined)	-14	x	1.2	-5	-3	0.0	-2	x
CCOc1ccc(NS(=O)(=O)c2ccc(NC(=O)c3ccccc3C(=O)O)cc2)cc1	-8	x	-0.2	-2	4	0.3	-16	x
COC(=O)C1=C(C)N(Cc2ccccc2)C(=NCCc2ccccn2)N[C@H]1c1cccc(C(F)(F)F)c1	-6	7	0.5	1	4	0.0	2	-4
Cn1c(CNC(=O)c2ccco2)nnc1SCC(=O)Nc1c(F)cc(F)cc1Br	-6	x	0.9	0	3	0.5	-4	x
N/C(=N\OC(=O)CC1CCCCC1)c1ccccn1	20	-11	x	-1	-3	x	-12	82*
O=C(O)c1ccc(-n2cncn2)c([N+](=O)[O-])c1	-8	-5	0.4	1	-10	0.0	-14	-3
O=C(NN1C(=O)/C(=C/c2ccc(O)c([N+](=O)[O-])c2)SC1=S)c1ccccc1Cl	-69	x	0.2	10	26	0.0	-90	x
Cc1ccc(-c2ccc([C@H]3[C@H](CO)N4C(=O)CN(C(=O)c5cccnc5)C[C@@H]34)cc2)cc1	6	x	-0.1	-5	x	0.5	-3	x
CCOc1ccc(-n2c(SCc3cc(=O)oc4cc(C)ccc34)nnc2-c2cccnc2)cc1	-25	5	2.9	-1	5	0.3	-47	x
CCOc1ccc(NC(=O)COc2cccc3cccnc23)cc1S(=O)(=O)N1CCCC1	x	3	-1.4	-1	x	0.0	-27	5
COC(=O)c1nc2n(n1)C(c1ccc([N+](=O)[O-])cc1)C(C(=O)Nc1ccc(Cl)cc1)=C(C)N2 (centres undefined)	-4	x	-2.4	1	-7	0.0	-21	x
Cc1ccc(-c2nn3c(C)nnc3s2)cc1NC(=O)c1ccc(Br)o1	6	0	1.7	x	x	0.3	-23	-8
Cc1nc2nc(COc3ccccc3)nn2c(C)c1Cl	-7	-2	x	x	1	x	x	17
OCC[C@H]1C[C@@H](O)[C@H](O)[C@@]2(Cc3ccccc3CO2)O1	-1	-2	-2.4	-3	-1	0.0	-8	-12
CCNC(=O)C[C@@H]1CC[C@@H]2[C@H](COC[C@@H](O)CN2Cc2ccc(Cl)c(Cl)c2)O1	2	-2	0.1	1	3	0.0	13	11
Cc1cccc(C)c1OCc1n[nH]c(=S)n1-c1ccccc1	9	2	-0.7	x	0	0.0	0	8
Next section:
SMILES	GSIS activator	RAD54 branch	CFTR F508del cor	ERAP1 inh	ARNT TACC3 PPI	XiGFP reactiv	RAD52 anneal inh	esBAF inh
Cn1cnc([N+](=O)[O-])c1Nc1cccc(O)c1	9	1	x	x	0	x	x	1
COC(=O)c1cc2oc(C)cc2n1CC(=O)N1CCCc2ccccc21	-17	1	-0.1	3	3	x	-17	2
Cc1[nH]c2ccc(C(=O)NC3CCC(C)CC3)cc2c1C (centres undefined)	10	10	-2.3	-1	10	0.1	-21	56*
Cc1cc(N2CC(C)OC(C)C2)nc2ccccc12 (centres undefined)	-2	-5	-0.5	0	2	0.0	-18	-2
O=C(CSc1ccc2ccccc2n1)NC1CC1	-2	3	0.7	1	x	-0.1	-18	3
CN(C)c1ccc(NC(=O)Nc2cccc3ccccc23)cc1	8	2	1.2	-1	13	-0.1	0	39
COc1ccc(S(=O)(=O)c2nnn(-c3cccc(Cl)c3)c2N)cc1	-9	x	1.3	-3	-5	0.1	13	x
CCNC(=O)C1(C)CCCN(C(=O)c2nc(C)oc2C)C1 (centres undefined)	21	1	0.9	9	x	0.0	-8	-4
CC(C)(C)CC(=O)Nc1ccc(-c2cn3cccnc3n2)cc1	4	6	-0.8	-63	1	0.0	-12	38
CCOc1ccc(N(CC(=O)Nc2cc(C)cc(C)c2)S(C)(=O)=O)cc1	-8	12	0.5	-3	22	-0.1	-2	u
Cc1ccc(C)c(N2CCN(c3ccc4cc(S(=O)(=O)N5CCCCC5)ccc4n3)CC2)c1	-7	3	-2.2	11	-8	0.2	-15	-4
CCOc1ccc(CN(C(=O)c2oc3ccccc3c2C)C2CCS(=O)(=O)C2)cc1 (centres undefined)	-8	-1	x	x	12	x	x	8
O=C1CCCCN1CC(=O)N1CCCC(Nc2ccc(F)cc2)C1 (centres undefined)	8	2	1.3	-4	1	0.1	10	2
Cc1ccccc1C(=O)NNC(=O)Cc1cccc2ccccc12	22	-3	-3.6	-3	-1	x	-14	-4
C[C@@H]1CCCCO[C@@H](CN(C)C(=O)NC2CCCCC2)[C@H](C)CN([C@@H](C)CO)C(=O)c2cc(NC(=O)CCCN(C)C)ccc2O1	1	-6	1.6	2	-3	0.0	-56	13
Cc1cc(C)nc(SCC(CSc2nc(C)cc(C)n2)C(=O)O)n1	10	x	1.3	3	-4	0.0	2	-5
C[C@H]1CN([C@@H](C)CO)C(=O)c2cc(N(C)C)ccc2O[C@H]1CN(C)C(=O)Nc1ccccc1	10	3	-2.8	4	-2	0.1	-8	4
C[C@@H]1CN([C@@H](C)CO)C(=O)Cc2cc(N(C)C)ccc2O[C@@H]1CN(C)C(=O)Nc1ccc(C(F)(F)F)cc1	-17	-5	-1.8	x	7	-0.7	-2	-1
CCC(=O)C1CCCN(C(=O)c2ccc(OC3CCN(C(=O)CCOC)CC3)cc2)C1 (centres undefined)	-4	-5	-0.9	-3	-2	1.1	-11	1
COc1ccc(S(=O)(=O)N(C)C[C@@H]2OCCCC[C@@H](C)Oc3ccc(NC(=O)Nc4ccc(F)cc4)cc3C(=O)N([C@@H](C)CO)C[C@H]2C)cc1	9	-5	1.6	-1	-9	-0.1	-1	4
Cn1nc(-c2ccc(N3CCOCC3)c(NS(=O)(=O)c3ccccc3)c2)c2ccccc2c1=O	8	4	5.2	-1	6	x	-10	10
CC1CC(C)CN(C(=O)c2cc(-c3ccncc3)nc3ccccc23)C1 (centres undefined)	22	4	1.4	0	4	-0.1	-7	-4
CCOC(=O)C(CC)/C(C)=N/NC(=O)c1ccc([N+](=O)[O-])cc1 (centres undefined)	11	2	x	x	3	x	x	39
O=C(OCCc1cc2ccccc2c(=O)o1)c1ccccc1C(F)(F)F	-6	-11	-2.4	-4	-8	0.1	-11	6
O=C(NCCc1ccccc1)c1ccc2[nH]c(=O)c(=O)[nH]c2c1	-7	1	3.0	3	-1	0.2	-2	-4
Continued:
SMILES	GSIS activator	RAD54 branch	CFTR F508del cor	ERAP1 inh	ARNT TACC3 PPI	XiGFP reactiv	RAD52 anneal inh	esBAF inh
COc1ccc(CNc2cc([N+](=O)[O-])ccc2OC)cc1	-9	1	-3.1	-2	7	x	-13	4
O=C(CS(=O)(=O)c1c[nH]c2ccccc12)N1CCCCCC1	-6	x	1.0	-3	-7	0.0	-3	x
O=C(OCC(=O)c1ccc(Cl)s1)c1ccc2ccccc2n1	x	3	-0.9	2	0	0.0	-53	x
CC(=C/c1ccccc1)/C=N/NC(=O)c1nnn(-c2nonc2N)c1CN1CCC(C)CC1	-39	-8	4.1	-5	0	0.3	-14	1
CCOC(=O)C1=C(COC(=O)/C=C/c2ccc(OCC)c(OC)c2)NC(=O)NC1C (centres undefined)	90*	x	-1.6	6	2	0.5	-16	x
Cc1ccc(S(=O)(=O)NCCC(=O)NNc2c(F)c(F)cc(F)c2F)cc1	-24	-1	-5.3	0	4	-0.7	5	4
O=C(Nc1ccc2c(c1)[C@@H]1C[C@H](CC(=O)N3CCc4ccccc4C3)O[C@H](CO)[C@@H]1O2)Nc1ccccc1F	-15	-1	-1.1	-1	8	-0.1	16	13
COc1ccccc1C#Cc1ccc2c(c1)O[C@@H](CN(C)C(C)=O)[C@@H](C)CN([C@H](C)CO)S2(=O)=O	-11	-6	-1.7	1	-6	-0.6	-3	-2
C[C@@H]1CCCCO[C@H](CN(C)S(=O)(=O)c2ccc(F)cc2)[C@H](C)CN([C@H](C)CO)C(=O)c2cc(NS(=O)(=O)c3ccc(Cl)cc3)ccc2O1	-20	-2	0.3	2	12	0.0	35	1
C=CCNc1ncnc2c1ncn2[C@H]1CN(Cc2cccc3ccccc23)C[C@@H](CO)O1	x	-4	-3.1	-1	x	0.1	-54	0
CN(CC(O)COc1c(F)cc(Br)cc1F)C1CCCCC1 (centres undefined)	22	x	x	-4	x	0.2	-14	x
COc1ccc(/C=C/C(=O)OCc2csc(-c3ccccc3)n2)cc1OC	-5	x	x	1	28	-0.1	-10	x
CCCCCCN1C[C@H](n2cc(COC(=O)c3ccccc3)nn2)[C@@H](O)C[C@@H]1c1ccc(OC)cc1	-1	1	-3.7	-2	x	0.0	0	-4
CCNC(=O)Nc1ccc2c(c1)C(=O)N(C)[C@H]1CC[C@@H](CC(=O)NCCN3CCCC3)O[C@H]1CO2	12	-7	-3.6	x	5	0.3	x	1
COc1cc(-c2coc3c(C(=O)NCc4ccc(C(F)(F)F)cc4)cccc23)ccc1O	3	6	-0.3	-1	x	0.3	-3	1
CC1(C)Cc2c(sc(/N=C/N3CCCCC3)c2C#N)C(C)(C)N1	4	-5	x	-2	-24	x	-11	0
O=C(CN1C(=O)/C(=C/c2ccccc2)Sc2ccccc21)NCCCN1CCOCC1	12	-3	0.7	-2	2	0.0	-13	-1
CNC(=O)C[C@@H]1CC[C@H]2[C@@H](COc3ccc(NC(=O)NC(C)C)cc3C(=O)N2C)O1	7	5	2.5	x	-10	0.4	x	6
CCOc1ccc(Nc2nc3cc(S(=O)(=O)CC)ccc3o2)cc1	0	-1	-0.4	x	-4	x	-5	16
COc1ccc(C2NC(Cc3ccccc3)(C(=O)O)C3C(=O)N(c4ccccc4OC)C(=O)C23)cc1 (centres undefined)	8	x	x	3	0	0.0	-7	x

Hits appear at their usual frequency; overall some 3.3% were active at least once.
